Exocytosis inh: lytic granule exocytosis inhibition | TALL-104 LAMP-1 surface exposure, flow cytometry; cells stimulated with thapsigargin and PMA | hit rate 0.66% among 360,000 | inhibition, % at 10 µM | AID 651702;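 active = inhibition above about 55%, limit read from the data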
MC4R ag barr: agonists of human melanocortin 4 receptor (MC4R) beta-arrestin; P32245; U2OS MC4R beta-arrestin complementation, luminescence; percent of melanotan II response, DMSO zero; activation, % at 8.9 µM; hit rate 0.98% among 360,000; AID 540308;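 active = activation above a per-plate cutoff, the mean activation of sample wells on that plate plus 3 SD, cut at about 8% in these data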
Target sequence (P32245 whole entry, looked up): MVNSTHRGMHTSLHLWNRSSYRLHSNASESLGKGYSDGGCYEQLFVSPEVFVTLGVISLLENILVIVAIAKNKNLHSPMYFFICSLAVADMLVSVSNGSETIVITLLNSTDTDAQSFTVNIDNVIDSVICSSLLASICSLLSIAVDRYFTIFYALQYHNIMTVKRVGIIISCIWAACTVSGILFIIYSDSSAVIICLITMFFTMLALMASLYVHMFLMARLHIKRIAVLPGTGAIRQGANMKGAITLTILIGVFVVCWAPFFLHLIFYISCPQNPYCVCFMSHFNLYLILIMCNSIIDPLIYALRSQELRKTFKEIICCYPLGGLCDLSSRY
MC4R antagonist: blocks human MC4R cAMP signaling. P32245. MC4R-expressing cells, MTII-stimulated cAMP, LANCE TR-FRET. inhibition, % at 6.5 µM. hit rate 0.48% among 360,000. AID 540295;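 active = inhibition above its plate's cutoff, the mean of tested wells on that plate plus 3 SD, cut at about 29% in these data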;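 also: 0% = Melanotan II alone and 100% = Melanotan II plus saturating MCL0020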
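Assay system: human MC4R-expressing U2OS cells; reagent: Melanotan II stimulation of cells; dosing: 6.5 µM single dose; timing: compound 30 min, challenge 1 h, detection 1 h; signal: TR-FRET cAMP assay; replicates: one well per compound, no replicates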
aDG glyco act: alpha-DG glycosylation activation | Pro5-aDG cells, alpha-DG glycosylation AlphaScreen (IIH6); 0% Pro5, 100% B10-LARGE cell signal | activation, % at 10 µM | hit rate 0.22% among 360,000 | AID 624168;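 active = activation of at least 8% versus controls, or a plate z-score of at least 8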;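 also: Pro5 are CHO cells carrying HIG-tagged alpha-DG that lacks glycosylation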
ABCB6 inh 2: blocks the human ABCB6 transporter | K562-ABCB6 porphyrin accumulation, flow cytometry, 1 h; hits give low values | fluorescence ratio to DMSO, % at 10 µM | hit rate 0.19% among 360,000 | AID 602162;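 active = fluorescence ratio to DMSO below 75%, the collection mean minus 3 SD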;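 also: signal is porphyrin accumulated inside mitochondria; 100% equals median channel fluorescence of DMSO control wells; lower ratio means ABCB6 inhibition with less porphyrin fluorescence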
iPSC survival up: increases survival of single human iPS cells; hiPSC single-cell survival, ATPlite luminescence; 100% = ROCK inhibitor wells, 0% = DMSO; survival enhancement, % at 20 µM; hit rate 0.044% among 360,000; AID 602274; in the data active = survival enhancement above about 18%;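 also: cells exposed to compounds for 16 hours before the ATP read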
N-glyco inh: blocks N-linked glycosylation in D54 reporter cells; D54 ERlucT glycosylation luciferase reporter, 24 h; percent of 100 nM tunicamycin response; reporter increase, % at 12.5 µM; hit rate 0.23% among 360,000;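 active = mean luciferase reporter signal, scaled so untreated is 0 and the glycosylation-blocking control 100, at or above a set limit in every replicate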;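 also: luciferase carries N-glycosylation sites so blocking glycosylation raises the light; 0% = median of neutral control wells and 100% = median of 100 nM tunicamycin wells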
H9c2 protect: myocardial damage modulation in H9c2 cells. H9c2 cardiomyocytes, H2O2 injury protection, ATPLite, 2 h. protection from H2O2 cell death, % at 20 µM. hit rate 0.63% among 360,000;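 active = compounds giving at least 50% protection of heart cells from peroxide-induced death in the single-dose screen, raw or plate-pattern-corrected value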;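 also: 0% = DMSO wells with peroxide and 100% = DMSO wells without peroxide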
HTR2A ag: agonists of mouse serotonin 5-HT2A receptor (HTR2A); hit rate 0.66% among 360,000; P35363; activation, % at 7.6 µM; CHO-K1 mHTR2A beta-arrestin complementation, luminescence; percent of 30 µM serotonin response; AID 624169;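 active = activation above a run cutoff, the mean activation of all tested compounds plus 3 SD, cut at about 14% in these data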;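 also: 0% = plate median of compound wells and 100% = 30 µM serotonin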
Target sequence (P35363 whole entry, looked up): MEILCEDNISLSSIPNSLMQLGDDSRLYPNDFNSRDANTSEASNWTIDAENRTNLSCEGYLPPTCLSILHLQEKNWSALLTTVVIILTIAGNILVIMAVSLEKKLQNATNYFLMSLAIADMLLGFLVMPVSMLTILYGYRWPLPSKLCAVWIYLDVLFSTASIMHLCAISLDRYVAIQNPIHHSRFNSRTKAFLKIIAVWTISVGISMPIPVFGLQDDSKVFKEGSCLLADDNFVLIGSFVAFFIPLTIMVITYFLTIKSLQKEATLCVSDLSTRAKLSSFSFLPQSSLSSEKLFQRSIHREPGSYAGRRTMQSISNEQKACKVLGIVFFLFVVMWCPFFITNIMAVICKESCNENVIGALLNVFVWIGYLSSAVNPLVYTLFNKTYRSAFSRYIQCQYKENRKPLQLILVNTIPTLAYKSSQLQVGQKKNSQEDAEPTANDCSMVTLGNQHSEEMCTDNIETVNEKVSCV
ABHD5-PLIN5 inh: inhibitors of human ABHD5-perilipin-5 interaction; hit rate 0.78% among 360,000; AID 602281; Split G. princeps luciferase complementation, luminescence, 4 h; inhibition, % at 4 µM; Q00G26+Q8WTS1;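 active = inhibition above the mean inhibition across every tested compound plus 3 SD, cut at about 22% in these data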;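 also: 0% = DMSO only wells and the 100% control is not disclosed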
Starred values were filed as active, the others as inactive; · = not tested or not shown.

SMILES	Exocytosis inh	MC4R ag barr	MC4R antagonist	aDG glyco act	ABCB6 inh 2	iPSC survival up	N-glyco inh	H9c2 protect	HTR2A ag	ABHD5-PLIN5 inh
COc1cccc(C(=O)OCC(=O)N2CCc3ccccc3C2)c1	-2	-0.6	3	-0.2	95	-1.2	-1	5	-5	11
CCCn1c(SCC(=O)NC2CCCCC2)nnc1-c1ccccn1	-5	-2.2	3	-0.3	97	-0.5	1	9	5	1
CC(C)[C@H](NC(=O)c1ccccc1Cl)C(=O)Nc1nc(-c2ccccn2)cs1	-1	-2.0	5	2.1	87	0.4	-7	70*	-4	-3
Cc1cccc(C(=O)N2CCN(Cc3ccc4c(c3)OCO4)CC2)c1	-3	0.6	-4	0.0	95	1.5	-3	-4	15*	-4
CCC(=O)Nc1ccccc1N1CCN(c2ccc(F)cc2)CC1	-2	-0.1	2	0.1	97	-0.7	-1	2	4	-2
COc1cccc(OCCN2CCN(c3ncnc4c3cnn4-c3ccccc3)CC2)c1	2	1.4	8	0.7	95	-0.8	0	6	0	7
Cn1nccc1C(=O)c1ccc(Cl)cc1	0	1.6	-3	-0.1	92	2.5	0	3	10	3
CCn1c(SCC(=O)N2CCOCC2)nnc1-c1cccs1	-1	-2.2	0	-0.3	86	0.3	2	-4	-2	-9
COc1cccc(C(=O)NC2CC3CCCC(C2)N3CC(=O)Nc2ccccc2C(F)(F)F)c1 (stereo unspecified)	12	-0.1	0	0.1	97	0.2	0	-5	-7	-1
Cc1ccc(CCNC(=O)C2CC(=O)N(C3CCCCC3)C2)cc1 (stereo unspecified)	5	-1.1	3	-0.1	99	0.5	2	-4	-4	5
COc1ccc(CNC(=O)COC(=O)Cc2ccsc2)cc1	9	-3.5	18	0.5	99	-1.9	3	-5	0	5
CN(C)C(=O)c1ccc(-c2n[nH]c(=O)c3ccccc23)cc1	-5	-0.8	-6	0.0	93	0.4	-2	62*	0	-8
CCOC(=O)CSc1nc(C2CC2)cc(-c2ccc(F)cc2)c1C#N	-3	-2.2	19	0.2	91	-1.7	-2	-4	-10	-8
CCCOC(=O)/C(=C\C=C\c1ccccc1)NC(=O)c1ccccc1	-1	3.0	-2	0.0	95	-2.7	0	0	2	12
CCOC(=O)C1CCN(C(c2cccs2)c2sc3nc(C)nn3c2O)CC1 (stereo unspecified)	-3	-1.6	1	0.0	94	1.9	-1	8	-5	-3
COc1ccc(N2CCN(c3ccc(C(=O)O)cc3[N+](=O)[O-])CC2)cc1	8	-0.4	10	0.0	100	0.9	6	-5	0	3
COc1ccccc1NS(=O)(=O)c1cccc(NC(=O)NC2CCCCC2)c1	-5	-1.3	13	0.4	95	0.4	-4	-5	3	-6
NNC(=O)c1ccc(N2CCCCCC2)c([N+](=O)[O-])c1	4	0.9	5	-0.2	97	-0.1	-1	1	-8	-3
O=C1CC(N2CCN(C3CCc4ccccc4C3)CC2)C(=O)N1c1ccccc1 (stereo unspecified)	0	0.1	7	-0.5	98	-2.1	2	14	-4	4
CCN(CC)c1ccc(N2C(=O)C3CCCCC3C2=O)cc1[N+](=O)[O-] (stereo unspecified)	0	-2.1	13	-0.2	89	2.6	0	-6	-4	-4
COc1ccc([C@H]2CC(=O)C=C(c3ccc(Cl)c(C(F)(F)F)c3)C2)cc1	-3	1.3	-2	0.3	111	-3.1	-2	-13	0	-15
Cc1ccc(OCc2nc(C#N)c(NCc3ccc4c(c3)OCO4)o2)cc1	4	-0.9	-5	0.5	85	-2.9	2	-9	-9	-2
O=c1[nH]c(NNC(=S)NCc2ccccc2)nc2c1C1(CCCCC1)Cc1ccccc1-2	4	7.6	15	-0.1	99	-2.6	2	-4	7	-10
COc1ccccc1-c1cc(C(F)(F)F)n2ncc(S(=O)(=O)c3ccccc3)c2n1	-3	0.8	12	0.9	98	-0.8	-11	-1	9	7
CCOc1ccc(/C(O)=C2/C(=O)C(=O)N(CCN(CC)CC)C2c2ccco2)cc1 (stereo unspecified)	1	-0.2	18	-0.1	103	1.0	1	5	-3	-1
NC(=O)c1ncn([C@@H]2O[C@H](CNCc3cnc(N4CCOCC4)s3)[C@@H](O)[C@H]2O)n1	0	0.6	-3	-0.2	100	0.0	1	4	4	-2
CCN(CC(=O)Nc1c(F)cccc1F)C(=O)c1c(-c2ccccc2Cl)noc1C	3	0.2	-1	0.1	102	-2.7	-2	-1	1	2
COc1cc(NC(=S)NCCCN2CCOCC2)cc(OC)c1	-1	-0.3	10	0.1	62*	-0.2	3	2	-3	-7
O=C(CCCc1ccccc1)Nc1ccc(S(=O)(=O)N2CCOCC2)cc1	4	-0.9	11	0.1	99	-0.5	-3	-1	1	-13
Cc1ccc(C)c(C(=O)n2cnnc2N)c1	-2	-1.1	-1	0.0	99	-1.4	1	4	6	7

An excerpt from above in order of their number in MC4R ag barr, lowest first.
Compound | Exocytosis inh | MC4R ag barr | MC4R antagonist | aDG glyco act | ABCB6 inh 2 | N-glyco inh | HTR2A ag | ABHD5-PLIN5 inh
CCOc1ccc(/C(O)=C2/C(=O)C(=O)N(CCN(CC)CC)C2c2ccco2)cc1 (stereo unspecified) | 1 | -0.2 | 18 | -0.1 | 103 | 1 | -3 | -1
COc1ccccc1-c1cc(C(F)(F)F)n2ncc(S(=O)(=O)c3ccccc3)c2n1 | -3 | 0.8 | 12 | 0.9 | 98 | -11 | 9 | 7
COc1ccc([C@H]2CC(=O)C=C(c3ccc(Cl)c(C(F)(F)F)c3)C2)cc1 | -3 | 1.3 | -2 | 0.3 | 111 | -2 | 0 | -15

(continued)
SMILES	Exocytosis inh	MC4R ag barr	MC4R antagonist	aDG glyco act	ABCB6 inh 2	iPSC survival up	N-glyco inh	H9c2 protect	HTR2A ag	ABHD5-PLIN5 inh
COc1ccc(C(=O)c2ccccc2Cl)cc1	-5	0.8	7	-0.2	89	1.5	0	-14	-2	-3
O=C(/C=C/c1ccc(F)cc1)N1CCc2ccccc2C1	-2	-2.0	5	0.1	102	-0.4	0	1	-2	-1
Cc1c(NC(=O)c2ccc(NS(=O)(=O)c3ccccc3)cc2)c(=O)n(-c2ccccc2)n1C	0	-1.2	-6	-0.4	97	0.0	2	4	0	5
CC(C)(CC(=O)O)CC(=O)NCc1c(Cl)cccc1Oc1ccccc1	-1	1.2	15	-0.1	94	-0.6	0	-2	0	0
COc1ccc(-c2nc(C#N)c(NC(C)c3ccccc3)o2)cc1OC (stereo unspecified)	14	-1.7	-2	1.1	102	1.0	-3	5	-4	-2
O=C(CCn1cnc2ccccc21)N/N=C/C=C/c1ccccc1	1	0.7	-2	0.5	93	-0.6	-1	9	4	8
N#CCSc1nc(-c2ccccc2)c2cc(Cl)ccc2n1	-3	-0.3	6	0.1	98	-1.7	-2	-5	0	-1
COC(=O)c1ccc2nc(-c3cccc(Cl)c3)c(Cc3cccc(F)c3)n2c1	-4	·	·	0.7	98	-0.1	·	·	3	-5
CCOC(=O)CCSc1nc(C)c2cc(C)c(C)cc2n1	4	-1.3	-3	0.0	97	2.6	3	1	10	0
CCCCCOCC1CC(C/C(C)=N/NC(N)=S)C(=O)O1 (stereo unspecified)	5	-2.8	1	3.0	99	1.4	1	-3	4	6
C=CCn1c2ccccc2c2nnc(SCC(=O)OC)nc21	-2	-0.6	-25	0.1	100	-2.8	0	3	5	-8
Cc1oc(-c2ccccc2)nc1CS(=O)CC(=O)NC1CCCCCC1 (stereo unspecified)	-1	-1.6	7	0.0	94	-0.1	0	2	7	8
Cc1cc(C)cc(NC(=O)c2cc(S(=O)(=O)N3CCCC3)cn2C)c1	-7	0.3	0	-0.3	97	4.7	1	-9	-5	-8
CCOC(=O)CSc1nnnn1-c1cc(OC)c(Cl)cc1OC	-1	-1.0	1	0.2	90	0.7	-1	-7	0	0
COc1ccc(NC(=O)N2CCN(S(=O)(=O)c3ccc(F)cc3)CC2)c(OC)c1	0	-2.1	-1	0.2	101	-0.3	1	-1	4	-7
CNC(=O)c1csc(-c2ccc(Cl)cc2)n1	-4	-2.1	-7	0.4	95	-1.7	4	3	-2	2
CN1CCN(c2nc(-c3ccccc3Cl)nc3ccccc23)CC1	-5	-0.2	5	0.1	97	-0.1	-1	-2	-12	1
COCCn1c(=NC(=O)c2cc(-c3cccs3)nc3ccccc23)sc2cc(S(N)(=O)=O)ccc21	8	-1.4	16	0.1	90	0.9	-3	42	-1	19
O=C(CSc1nnc(COc2ccccc2)o1)NC1CC2CCC1C2 (stereo unspecified)	2	-3.4	0	-0.4	97	0.4	-1	-5	-5	-9
COc1ccc(CC(=O)O/N=C(\N)c2ccccn2)cc1	1	-2.0	-2	-0.1	99	1.5	-1	-1	3	12
CCCCN(C(=O)C1=NN(c2ccccc2)C(=O)CC1)c1c(N)n(CC(C)C)c(=O)[nH]c1=O	4	1.1	8	1.1	98	-0.1	-1	-2	4	1
O=C1CCC(=O)N1c1ccc(NCc2ccccc2Cl)c([N+](=O)[O-])c1	-6	-3.4	10	0.0	99	1.4	-1	0	1	6
Cc1c(NC(=O)/C(=C/c2cccs2)c2cccs2)c(=O)n(-c2ccccc2)n1C	-1	-1.4	-5	-0.1	92	1.0	-1	3	0	-1
Cc1nc(NC(=O)C(C)Oc2cccc(Cl)c2)sc1C(=O)N(C)C (stereo unspecified)	-12	0.5	10	0.5	104	3.0	-2	-4	-1	-1
Cc1cccc(/C=N/Nc2nncc3ccccc23)c1	7	0.6	1	0.0	102	-0.9	-16	-29	0	1
O=C(c1ccc([N+](=O)[O-])cc1)N1CCC(Cc2ccccc2)CC1	-4	-2.1	-4	0.3	103	2.3	-6	16	-1	2
COc1cc(/C=C2/NC(=O)N(CC(=O)Nc3ccc(C)cc3)C2=O)ccc1Oc1ccc([N+](=O)[O-])cn1	-4	-2.2	1	0.3	99	0.5	0	4	4	3
COc1ccc(CCN(C)C2CCCN(C(=O)Cn3cnnn3)C2)cc1OC (stereo unspecified)	-4	-2.7	2	-0.1	93	-0.5	2	0	1	-1
Cn1c(/C(C#N)=C(\O)c2cc(Cl)sc2Cl)nc2ccccc21	-2	-2.8	1	0.2	103	-0.3	2	11	4	-4
Cc1cccc(NC(=O)c2cnc3ccccn3c2=O)c1	-1	3.1	9	0.2	102	-3.9	-19	-27	26*	-15
CCN(CC)CCN1C(=O)C(=O)/C(=C(/O)c2cccc(OC)c2)C1c1ccccn1 (stereo unspecified)	1	-0.5	3	-0.1	97	2.2	0	2	0	0
c1cncc(CNC2CCCc3ccccc32)c1 (stereo unspecified)	32	2.4	-2	0.8	102	-2.7	1	-3	1	10
CCN(CC(=O)Nc1ccc(OC)cc1)C(=O)c1cc([N+](=O)[O-])ccc1N1CCOCC1	4	-3.2	0	0.3	102	-0.3	0	6	-2	-5
O=C1OC2(CCCCC2)OC(=O)C1=CNc1nc2ccccc2s1	0	-0.2	2	0.1	98	-0.6	0	-2	8	-1
CCC1=NN(C(=O)COc2ccccc2C)C(O)(c2ccncc2)C1 (stereo unspecified)	1	-1.1	4	0.1	106	-1.9	2	-3	-1	2
